# CHT allo act – human CHT allosteric activation | CHT-expressing cells, membrane potential dye, choline EC20; stronger effect = higher value; LV-AA mutant CHT in HEK293 cells | B-score at 10 µM | actives 0.49% (n = 310,000) | AID 488977;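 active = initial fluorescence not abnormally high and integrated response B-score, plate-corrected, over 3 SD above library mean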
# Target sequence (Q9GZV3 whole entry, looked up): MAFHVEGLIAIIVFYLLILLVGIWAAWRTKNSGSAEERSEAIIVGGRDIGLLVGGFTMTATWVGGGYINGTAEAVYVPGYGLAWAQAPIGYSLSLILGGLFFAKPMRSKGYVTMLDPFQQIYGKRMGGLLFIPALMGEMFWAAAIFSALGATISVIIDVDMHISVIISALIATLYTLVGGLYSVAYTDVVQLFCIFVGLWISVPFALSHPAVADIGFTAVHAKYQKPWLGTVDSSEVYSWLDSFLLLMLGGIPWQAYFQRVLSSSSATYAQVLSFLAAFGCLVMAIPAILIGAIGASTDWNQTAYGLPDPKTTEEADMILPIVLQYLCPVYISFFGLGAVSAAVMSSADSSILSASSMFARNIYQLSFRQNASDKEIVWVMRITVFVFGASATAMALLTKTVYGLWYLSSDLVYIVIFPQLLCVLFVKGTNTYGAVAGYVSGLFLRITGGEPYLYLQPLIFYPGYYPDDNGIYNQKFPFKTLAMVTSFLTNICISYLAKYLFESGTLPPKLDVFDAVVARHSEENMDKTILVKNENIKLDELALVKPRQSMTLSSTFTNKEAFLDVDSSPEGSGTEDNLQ
# OX1R antag – human HCRTR1 antagonism | CHO/OX1R cells, Fluo-8 calcium fluorescence, orexin A | inhibition, % at 5 µM | actives 0.43% (n = 330,000) | AID 434989;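 active = inhibition above its plate's threshold, mean inhibition of all tested compounds on the plate plus 3 SD, cut at about 37% in these data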;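 note: 0% = orexin A challenge wells and 100% = SB-334867-A antagonist wells; not every result past the cut was called active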
# Target sequence (O43613 whole entry, looked up): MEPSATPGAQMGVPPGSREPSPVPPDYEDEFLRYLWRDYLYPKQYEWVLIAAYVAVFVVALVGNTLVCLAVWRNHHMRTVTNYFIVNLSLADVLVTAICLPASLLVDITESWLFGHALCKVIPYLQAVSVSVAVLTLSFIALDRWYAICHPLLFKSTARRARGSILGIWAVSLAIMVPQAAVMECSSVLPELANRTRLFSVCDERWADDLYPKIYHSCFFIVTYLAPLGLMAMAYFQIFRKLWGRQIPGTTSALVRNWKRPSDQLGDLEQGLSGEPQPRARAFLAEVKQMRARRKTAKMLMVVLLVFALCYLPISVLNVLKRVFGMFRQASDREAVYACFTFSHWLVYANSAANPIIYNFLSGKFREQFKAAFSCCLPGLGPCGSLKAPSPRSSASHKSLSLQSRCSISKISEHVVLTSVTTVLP
# Active calls of the source: *; i = inactive; . = no result given.
# Results follow in this order: CHT allo act, OX1R antag
CCOC(=O)c1cc2c(C)nn(-c3ccccc3)c2s1
→ i, -28
Cc1cc(SCC(=O)c2ccccc2)nc(=O)[nH]1
→ i, -18
CNC(=O)c1c(NC(=O)c2cccc(N3C(=O)CCC3=O)c2)sc2c1CCCC2
→ i, -21
Cc1cc([N+](=O)[O-])ccc1NC(=O)COc1nsnc1N1CCOCC1
→ i, -11
Cc1ccc(C(=O)C2CCN(C(=O)c3ccc(C)cc3)CC2)cc1
→ i, -11
Cc1cccc(CS(=O)(=O)Cc2ccc(C(=O)NCCCN3CCCC3)o2)c1
→ i, -5
Cc1ccc(CNC(=O)C2CCCN(c3nc4ccsc4c(=O)s3)C2)cc1 (stereo not given)
→ i, -8
O=C(c1ccc2ccccc2c1)N1CCCCC1
→ i, 3
COc1ccc(CNC(=O)c2cc3c(=O)n4cccc(C)c4nc3n(CC3CCCO3)c2=N)cc1 (stereo not given)
→ i, -18
CS(=O)(=O)Nc1ccc(C(=O)NC2CCCC2)cc1
→ i, -30
COc1cc(C(=O)OCC(=O)Nc2sccc2C(N)=O)cc(OC)c1OC
→ i, -4
CN(C)c1nc(C(N)=O)nc(N2CCOCC2)n1
→ i, -2
CCOC(=O)Cc1csc(NC(=O)c2cccnc2)n1
→ i, -2
COc1ccc(C(=O)NNC(=O)CCn2nnc(-c3ccc(C)cc3)n2)cc1OC
→ i, -25
CCCCn1c(N)c(N2CCOCC2)c(=O)n(CC(=O)NCCc2ccccc2)c1=O
→ i, -2
CCN(CC)c1ccc(/C=N/NC(=O)CCC(=O)NCc2ccccc2)c(O)c1
→ i, -14
Cc1nnc(SCC(=O)Nc2ccccc2C(=O)NC2CC2)s1
→ i, -17
CCOc1ccccc1NC(=O)c1ccc([N+](=O)[O-])cc1
→ i, -27
Cc1cc2oc(C(=O)N(Cc3cccs3)C3CCS(=O)(=O)C3)cc(=O)c2cc1Cl (stereo not given)
→ i, -3
COc1ccc2c(C(=O)CN3CCSCC3)c[nH]c2c1
→ i, -16
CCOC(=O)C1C(=O)NC(c2ccccc2)=NC1c1ccc(Cl)cc1 (stereo not given)
→ i, -19
O=C(NCC1CCCN1S(=O)(=O)c1cccs1)c1cccc([N+](=O)[O-])c1 (stereo not given)
→ i, -9
FC(F)(F)c1nc2ccccc2nc1N/N=C/c1ccc(Cl)cc1
→ i, -53
COc1ccc(C(c2nnnn2C(C)C)N2CCN(C(=O)c3ccco3)CC2)cc1 (stereo not given)
→ i, -11
Cc1[nH]nc(N)c1-c1ccc(Cl)cc1
→ i, -7
CCN(C(=O)Cn1cnc2cc([N+](=O)[O-])ccc2c1=O)C1CCS(=O)(=O)C1 (stereo not given)
→ i, -14
CC(/C=C/c1ccco1)=N/NC(=O)c1ccc(C)nc1
→ i, -1
N#Cc1ccccc1CSc1nnc(-c2ccncc2)o1
→ i, -8
CCOC(=O)N1CCN(S(=O)(=O)N2CCCC(C(=O)NCCCN3CC(C)CC(C)C3)C2)CC1 (stereo not given)
→ i, 2
O=C(c1cnn(-c2ccccc2)c1)c1cc(Br)ccc1O
→ ., -44
CSc1ccc(CCCCCCOC(=O)C(C)(C)C)cc1
→ ., -9
COc1cc(SC)ccc1C(=O)Nc1ccccc1C#N
→ i, -16
COc1ccc(-c2cc(=O)oc3c(O)c(O)ccc23)cc1
→ i, -17
Cc1cc2c(=O)n(Cc3ccco3)c(SCC(=O)N3CCCc4ccccc43)nc2s1
→ i, -13
Cc1cc(C)nc(NC(=O)/C=C/c2cccs2)c1
→ i, -19
Cc1ccccc1CN1CCCC(C(=O)Nc2ccc(-c3ccn[nH]3)cc2)C1 (stereo not given)
→ i, -11
COc1cc(/C=C/C(=O)OCC(=O)c2ccc3c(c2)NC(=O)CO3)ccc1OC(F)F
→ ., 16
COC(=O)C(=Nc1ccccc1)/C(C(=O)C(=O)N(C)c1ccccc1)=C(\O)c1ccc(Cl)cc1
→ i, -14
CN(C)Cc1c(C(=O)N/N=C/c2ccoc2)nnn1-c1nonc1N
→ i, -15
COC(=O)C[N+](C)(C)CC#Cc1ccccc1
→ i, -15
COc1ccc(/C=C/C(=O)Oc2ccc(C)c(C)c2)cc1OC
→ i, -29
CCOC(=O)C1CCN(C(=O)COC(=O)CNC(=O)c2sc3ccccc3c2Cl)CC1
→ ., -21
Cc1cccc(Nc2c3c(nc4ccccc24)CCC3)c1
→ i, -5
CCC1CCCCN1Cc1ccc(CNS(=O)(=O)c2ccc3c(c2)oc(=O)n3C)o1 (stereo not given)
→ i, -10
O=C(CCSc1nc(-c2ccco2)cc(C(F)(F)F)n1)NCc1cccs1
→ i, -40
O=C1C=C(c2cc3ccccc3s2)C[C@@H](c2ccc(Cl)cc2)C1
→ ., -43
COCCCN1C(=O)C(=O)/C(=C(/O)c2ccc(OC)cc2)C1c1ccc(O)c(OC)c1 (stereo not given)
→ i, -11
CCSc1nc(O)c(CC)c(=O)n1C(C)CC (stereo not given)
→ i, -13
CCCC1Cc2nc(N3CCCCC3)c(C#N)cc2CO1 (stereo not given)
→ i, -20
COc1ccc(C(=O)NCc2nnc(SCC(=O)Nc3cccc(F)c3)o2)cc1
→ i, 0
Cc1ccc(N2CC(C(=O)NNC(=O)c3ccc(F)cc3)CC2=O)cc1 (stereo not given)
→ ., -21
C=CCn1c(SCC(=O)N2CCc3ccccc3C2)nc2sc(C)cc2c1=O
→ i, -39
CC(C)CC(NC(=O)C(CC(C)C)NC(=O)OC(C)(C)C)C(=O)O (stereo not given)
→ i, -14
CC1CCCCN1C(=O)c1ccc(Br)o1 (stereo not given)
→ i, -22
CCN(CC)c1ccc(C(=O)N2CCN(Cc3ccccc3)CC2)cc1
→ i, -16
Cc1ccc2[nH]c(=O)c(CN(CC3CCCO3)C(=S)Nc3ccccc3)cc2c1 (stereo not given)
→ i, -28
COc1ccccc1N(C)S(=O)(=O)c1ccc(C(=O)OCC(=O)N2CCC2)cc1
→ i, -12
COc1ccc(CCn2c(=O)c3cccnc3n(Cc3cccc([N+](=O)[O-])c3)c2=O)cc1OC
→ i, -34
COc1cc(C=O)ccc1OCCSc1ccc(C)cc1
→ i, -11
O=C(CCN=C1NS(=O)(=O)c2ccccc21)OCc1cccc(Cl)c1
→ i, -18

# Grouped by structure: those above with fluorine
# Results follow in this order: CHT allo act, OX1R antag
FC(F)(F)c1nc2ccccc2nc1N/N=C/c1ccc(Cl)cc1
→ i, -53
COc1cc(/C=C/C(=O)OCC(=O)c2ccc3c(c2)NC(=O)CO3)ccc1OC(F)F
→ ., 16
O=C(CCSc1nc(-c2ccco2)cc(C(F)(F)F)n1)NCc1cccs1
→ i, -40
COc1ccc(C(=O)NCc2nnc(SCC(=O)Nc3cccc(F)c3)o2)cc1
→ i, 0
Cc1ccc(N2CC(C(=O)NNC(=O)c3ccc(F)cc3)CC2=O)cc1 (stereo not given)
→ ., -21

# Returning to the listing; the three compounds before the break are reprinted first.
# Results follow in this order: CHT allo act, OX1R antag
COc1ccc(CCn2c(=O)c3cccnc3n(Cc3cccc([N+](=O)[O-])c3)c2=O)cc1OC
→ i, -34
COc1cc(C=O)ccc1OCCSc1ccc(C)cc1
→ i, -11
O=C(CCN=C1NS(=O)(=O)c2ccccc21)OCc1cccc(Cl)c1
→ i, -18
O=C(NCc1ccco1)c1nc2c(nnn2Cc2ccccc2Cl)c(=O)[nH]1
→ i, -19
Cc1ccc(OCCN2CCOCC2)cc1C
→ i, -5
CCOC(=O)c1ccc2nc(NC(C)=O)sc2c1
→ i, -13
Cc1cc(C2(c3ccc(O)c(C)c3)OC(=O)c3ccccc32)ccc1O
→ i, 11
Cc1c(C(=O)N(CCO)Cc2ccccc2)oc2c(F)cccc12
→ i, -16
Cc1cc(C)nc(NC(=O)CSc2nc3cc(Cl)ccc3s2)n1
→ i, -6
O=C(CSc1nc(=O)n2cc(Cl)ccc2n1)NCCc1ccccc1
→ i, -19
Cc1cc(=O)[nH]c(SCc2cccc3cccnc23)n1
→ i, -18
NC(=O)CC(NC(=O)Cc1cccc2ccccc12)c1ccc(N2CCCCCCC2)c([N+](=O)[O-])c1 (stereo not given)
→ i, -37
O=C(Nc1ccc2ccccc2c1)c1cnccn1
→ i, 14
O=C(N/N=C/c1ccccc1)c1n[nH]c2c1CCCC2
→ i, -13
COc1ccc2cc(C#N)c(N3CCOCC3)nc2c1
→ i, 13
O=C(c1ccccc1)c1ccc(C(=O)N2CCCC(C(F)(F)F)C2)cc1 (stereo not given)
→ i, -22
COC(=O)c1cc(N=C(N)N=C(N)N)cc(C(=O)OC)c1
→ i, -23
Cc1ccc(C)c(S(=O)(=O)Nc2ccc(C(=O)NCC(c3ccco3)N3CCCCC3)cc2)c1 (stereo not given)
→ i, -4
CN(Cc1ccccc1)C(=O)c1[nH]cnc1C(=O)Nc1cccc(Cl)c1
→ ., -19
CCOC(=O)/C(C#N)=C/c1cccn1-c1ccc(Cl)cc1
→ i, -10
COc1cc2[nH]c(=S)n(NC(=O)c3ccccc3)c(=O)c2cc1OC
→ i, -11
CCOc1ccc(Cl)cc1S(=O)(=O)N1CCC(C(=O)N2CCCC2)CC1
→ i, -17
CCOc1ccc(NC(=O)CCNc2c(N3CCCC3)c(=O)c2=O)cc1
→ i, -10
Cc1ccccc1N1CC(C(=O)Nc2ccc(S(=O)(=O)NCC3CCCO3)cc2)CC1=O (stereo not given)
→ i, -33
CCN(C(=O)COC(=O)CCCOc1ccccc1)c1c(N)n(Cc2ccccc2)c(=O)[nH]c1=O
→ ., -2
CCOc1ccc(C(=O)N2CCn3c2nc2ccccc23)cc1
→ i, -6
CC(C)COc1ccc(CNC(=S)NCc2ccccc2)cc1
→ i, 29
COc1ccc2[nH]c3c(c2c1)CCN1C(=O)C(CC(=O)NCCCN(C)C)C[C@H](C(=O)N2CCCCC2)[C@@]31C (stereo not given in full)
→ ., -10
CC(C)CCNC(=O)C(c1ccco1)N(Cc1ccccc1)C(=O)c1snc(C(N)=O)c1N (stereo not given)
→ i, -11
COc1ccc(CNC(=O)CSc2cc(=O)n(C)c3ccccc23)cc1
→ i, -18
CC(/C=N/N1CCN(c2ccc(C)cc2)CC1)=C\c1ccccc1
→ i, 6
O=C(O)C1Sc2[nH]c(=O)sc2C2c3ccc(O)cc3OC(=O)C12 (stereo not given)
→ i, -8
COCCN(C(=O)COC(=O)CCOc1ccccc1C)c1c(N)n(Cc2ccccc2)c(=O)[nH]c1=O
→ i, -6
Cc1cc(C)n2nc(C(=O)OCCOc3ccc(Br)cc3)nc2n1
→ i, -3
O=[N+]([O-])c1ccc(NCc2ccc(Cl)cc2)nc1
→ i, -7
O=C(CCS(=O)(=O)c1ccc(F)cc1)Nc1ccc(N2CCN(Cc3ccccc3)CC2)cc1
→ ., -36
Cc1ccc(-n2ncc(C#N)c2/N=C/N2CCN(C)CC2)cc1
→ i, -6
COc1ccc(Cn2c(-c3ccc(C)cc3)c[n+]3ccccc23)cc1
→ 11*, -8
C#CCOCCOCCOCCNc1nc(N2CCN(C(=O)CCCCCCCCCCNC(=O)[C@H]([C@@H](C)CC)n3cc(CCCCCN)nn3)CC2)nc(N2CCN(C(=O)CCCCCCCCCCNC(=O)[C@@H]([C@H](C)CC)n3cc(CCCCCN)nn3)CC2)n1
→ i, 32
CCc1cc2c(NCc3ccco3)ncnc2s1
→ i, -2
CC(C)N(C(=S)Nc1cccc(S(=O)(=O)N(C)C)c1)c1ccccc1
→ i, -4
CC1(C(=O)NC2CCCCCCC2)CCC(=O)N1Cc1cccs1 (stereo not given)
→ i, 5
Cc1ccc2nc(SCC(=O)Nc3nonc3C)[nH]c2c1
→ i, -27
CCn1c(C)nc2cc(C(=O)NNC(=S)Nc3ccc(Cl)cc3)ccc21
→ i, -20
C[C@H](CO)N1C[C@H](C)[C@@H](CN(C)S(=O)(=O)c2ccc(F)cc2)Oc2ccc(NC(=O)Nc3ccc4c(c3)OCO4)cc2C1=O
→ ., -13
O=C(Nc1ncc2c(n1)-c1ccccc1CC2)c1ccc(Cl)cc1
→ i, -24
Cc1sc2ccccc2c1CNC[C@H]1O[C@@H](n2cnc3c(N)ncnc32)[C@H](O)[C@@H]1O
→ ., -13
Cc1ccc(NC(=O)c2c3c(nc4ccccc24)CCC3)cc1S(=O)(=O)N(C)C
→ i, -19
COc1ccc(/C=N/NC(=O)c2cccnc2)cc1CN1CCOCC1
→ i, -14
CCCCN(C(=O)CCNC(=O)NC12CC3CC(CC(C3)C1)C2)c1c(N)n(CCC)c(=O)[nH]c1=O
→ i, -23
Cc1ccc(/C=N/NC(=O)c2sccc2OCc2ccc(F)cc2)cc1
→ i, -28
Cc1ccc(-n2nnnc2SCC(=O)NC(C(=O)O)(c2ccccc2)c2ccccc2)cc1C
→ i, -13
Cc1ccc(Cl)cc1NC(=O)C(Cc1ccccc1)N1C(=O)C2C3CCC(C3)C2C1=O (stereo not given)
→ i, -8
CC(=O)Nc1ccc(NC(=S)NC(=O)c2oc3ccccc3c2C)cc1
→ i, -5
Cc1c(C(=O)O)sc2nc(/C=C/c3cccc(F)c3)[nH]c(=O)c12
→ i, -39
CCOC(=O)c1c(S(=O)(=O)Nc2ccc(CN3CCC(C)CC3)cc2)c(C)n(C)c1C
→ i, -12
Cc1cc(C)c2nc(N)sc2c1
→ i, 8
COc1ccc(CC(=O)N2CCCc3ccccc32)cc1OC
→ i, -7
O=C(NCc1ccccc1)c1ccc2nnsc2c1
→ i, -6
Cc1nc(-c2ccc(C#N)cc2)cs1
→ i, -7
COc1ccc([N+](=O)[O-])cc1N1C(=O)c2cccc3cccc(c23)C1=O
→ i, -3
COC(=O)c1sccc1NC(=O)c1csc2c1CCCC2
→ i, -35
CSc1ccc(CNC(=O)C(C)n2nc(C)c3c(C)n(-c4ccccc4)nc3c2=O)cc1 (stereo not given)
→ i, -45
CC(=O)c1cccc(NC(=O)COC(=O)C2CCCN2C(=O)c2cccs2)c1 (stereo not given)
→ ., -16
Cc1ccc(NC(=O)CN(C)C(=O)Cn2ccsc2=N)cc1
→ i, -11
CCN(CC)c1ccc(NC(=O)c2cc(OC)cc(OC)c2)c(C)c1
→ i, 2
